Screening data deposited in PubChem BioAssay by several laboratories.
Pf gamet viab = late stage P. falciparum gametocyte viability inhibitors, primary screen, ATP luminescence, HTS. P. falciparum stage V gametocytes, 24 h. inhibition, % at 10.9 µM. hit rate 0.065% among 150,000. AID 743093, 2013;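 active = inhibition above the mean plus 3 SD of compounds within the control limits, set per campaign, cut at about 38% in these data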;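 note: 0% = DMSO wells and 100% = medium only without gametocytes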
Mcl1 Bid PPI = Mcl-1/Bid binding inhibitors, primary screen, biochemical, TR-FRET, 1536-well. TR-FRET Mcl-1/Bid-Dy647 peptide binding. AID 1021, 2008. hit rate 0.97% among 220,000. inhibition, % at 21.7 µM. Induced myeloid leukemia cell differentiation protein Mcl-1 (Homo sapiens), Q07820;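 active = compounds that cut the binding signal by more than half at the single screening dose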;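 note: His-tagged Mcl-1 with europium anti-His antibody binding Bid BH3 peptide; 0% = Mcl-1 plus peptide wells and 100% = peptide-only wells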
RGS8-Gao = RGS8-Galphao binding modulators, primary screen, biochemical, multiplexed bead flow cytometry; hit rate 0.34% among 220,000; AID 1423, 2008; actives lie on both sides; Guanine nucleotide-binding protein G(o) subunit alpha (Homo sapiens), P09471; response (percent of control binding), % at 10 µM; in the data active = response below about 60% or above about 140%; inactive = in between;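 note: Galphao activated as the GDP aluminium fluoride complex binding bead-coupled RGS8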
Target sequence (P09471 whole entry, looked up): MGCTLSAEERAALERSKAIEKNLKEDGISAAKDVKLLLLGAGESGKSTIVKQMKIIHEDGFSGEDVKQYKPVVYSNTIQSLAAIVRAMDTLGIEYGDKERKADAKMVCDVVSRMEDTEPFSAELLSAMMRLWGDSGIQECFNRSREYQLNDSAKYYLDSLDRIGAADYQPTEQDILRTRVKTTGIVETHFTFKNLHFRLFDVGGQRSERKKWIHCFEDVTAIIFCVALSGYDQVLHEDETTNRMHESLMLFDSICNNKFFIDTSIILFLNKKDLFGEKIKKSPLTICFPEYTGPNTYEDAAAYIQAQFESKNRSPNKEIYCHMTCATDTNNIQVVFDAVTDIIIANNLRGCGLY
Avidin fluor = green autofluorescence of compounds with avidin beads – biophysical, 488/530 nm, flow cytometry, artefact control, profiling panel | hit rate 0.38% among 220,000 | AID 1775, 2009 | compound fluorescence 488/530 nm; hits give high values | fluorescence (KMESF) at 10 µM; in the data active = fluorescence above about 47; note: inactives centre near 10
ABCB1 block = ABCB1 efflux pump inhibitors, primary screen, cell-based, multiplex, flow cytometry, ABCG2 counter-screen. ATP-dependent translocase ABCB1 (Homo sapiens), P08183. hit rate 0.067% among 190,000. CCRF-Adr cells, JC-1 efflux. inhibition, % at 6.6 µM; in the data active = inhibition above about 40%;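 note: 0% = vehicle and 100% = reference inhibitor; higher value means more JC-1 retained so stronger ABCB1 efflux block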
Mcl1 Noxa PPI = Mcl-1/Noxa binding inhibitors, primary screen, biochemical, TR-FRET, 1536-well | Induced myeloid leukemia cell differentiation protein Mcl-1 (Homo sapiens), Q07820 | TR-FRET Mcl-1/Noxa peptide binding, 2 h | inhibition, % at 21.7 µM | hit rate 1.5% among 220,000 | AID 1022, 2008;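 active = compounds that cut the protein-peptide binding signal by more than 50% relative to plate controls in a single-dose test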;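 note: His-tagged Mcl-1 with rhodamine Noxa BH3 peptide and terbium anti-His antibody; 0% = Mcl-1 plus Noxa peptide wells and 100% = peptide-only wells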
RGS7-Gao = RGS7-Galphao binding modulators, primary screen, biochemical, multiplexed bead flow cytometry; actives lie on both sides; hit rate 0.35% among 220,000; binding response (% of control), % at 10 µM; AID 1439, 2008; in the data active = binding response below about 49% or above about 150%; inconclusive = no clear call, values can overlap the other calls; inactive = in between;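 note: fluorescent Galphao held in activated GDP-AlF4 state binding bead-coupled RGS7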
ABCG2 inh = ABCG2 efflux pump inhibitors, primary screen, multiplex with ABCB1, IgMXP3 cells, flow cytometry; inhibition, % at 6.6 µM; hit rate 0.1% among 190,000; Broad substrate specificity ATP-binding cassette transporter ABCG2 (Homo sapiens), Q9UNQ0; AID 1325, 2008; JC-1 efflux;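 active = inhibition above 80%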;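 note: 0% = DMSO and 100% = nicardipine control wells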
Target sequence (Q9UNQ0 whole entry, looked up): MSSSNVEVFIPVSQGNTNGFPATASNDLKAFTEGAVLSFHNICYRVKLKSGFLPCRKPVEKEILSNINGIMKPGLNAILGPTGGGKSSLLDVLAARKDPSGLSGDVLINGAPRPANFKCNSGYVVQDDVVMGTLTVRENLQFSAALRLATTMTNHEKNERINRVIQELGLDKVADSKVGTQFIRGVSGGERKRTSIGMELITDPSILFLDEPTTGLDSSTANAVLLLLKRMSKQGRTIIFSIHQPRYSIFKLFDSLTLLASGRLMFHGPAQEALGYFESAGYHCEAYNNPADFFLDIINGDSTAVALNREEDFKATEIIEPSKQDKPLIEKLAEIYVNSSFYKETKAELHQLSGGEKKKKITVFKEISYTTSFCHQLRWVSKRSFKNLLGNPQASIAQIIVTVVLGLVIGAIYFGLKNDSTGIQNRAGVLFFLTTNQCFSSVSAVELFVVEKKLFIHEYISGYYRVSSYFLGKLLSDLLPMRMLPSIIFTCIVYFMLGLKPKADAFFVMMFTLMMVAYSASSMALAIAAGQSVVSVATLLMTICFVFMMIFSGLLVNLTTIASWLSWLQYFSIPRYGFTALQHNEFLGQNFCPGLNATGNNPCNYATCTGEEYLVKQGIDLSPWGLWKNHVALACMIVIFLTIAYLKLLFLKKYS
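Test system: IgMXP3 cells (ABCG2) mixed with DDAO far-red-labelled CCRF-Adr cells (ABCB1). Reagent: JC-1 transporter substrate. Compound dosing: single test compound dose, 6.6 µM final. Times: 10 min compound exposure, 25 °C. Detection: flow cytometry of retained JC-1 fluorescence. Read-out basis: efflux inhibition in percent versus controls. Controls: nicardipine and DMSO wells.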
Mcl-1 Bim block = inhibitors of Bim peptide binding to Mcl-1, primary screen, biochemical, bead-based flow cytometry, multiplex | Induced myeloid leukemia cell differentiation protein Mcl-1 (Homo sapiens), Q07820 | Bim peptide-Mcl-1 binding | inhibition, % at 10 µM | hit rate 0.1% among 190,000 | AID 1009, 2008; in the data active = inhibition above about 40%;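 note: 0% = no compound tracer wells and 100% = peptide blocker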
RGS4-Gao reg = modulators of RGS4 binding to Galphao, primary screen, biochemical, multiplexed bead flow cytometry. binding response (% of control), % at 10 µM. hit rate 0.33% among 220,000. AID 1415, 2008. actives lie on both sides; in the data active = binding response below about 49% or above about 150%; inactive = in between;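 note: fluorescent Galphao activated with aluminum fluoride binding bead-coupled RGS4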
GSH fluor = compound fluorescence on glutathione beads, profiling panel, artefact control, biophysical, 488/530 nm, flow cytometry; GSH beads flow cytometry, compound fluorescence 488/530 nm; hits give high values; fluorescence (KMESF) at 10 µM; hit rate 0.25% among 190,000; AID 1776, 2009; in the data active = fluorescence above about 89;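 note: glutathione beads carrying GST-tagged Bcl family fusion proteins plus one bare bead set; values are compound well signal with DMSO vehicle wells as background; inactives centre near 16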
Starred values were filed as active, the others as inactive; ? = inconclusive; . = no result given; [ ] = another dose, or the depositor's remark.

A first look, 2 compounds:
SMILES	Pf gamet viab	Mcl1 Bid PPI	RGS8-Gao	Avidin fluor	ABCB1 block	Mcl1 Noxa PPI	RGS7-Gao	ABCG2 inh	Mcl-1 Bim block	RGS4-Gao reg	GSH fluor
CCC(C)(NC(=O)c1ccccn1)C(=O)NC1CCCC1 (stereo unspecified)	3	-12	103	4	0.1	-5	103	-1	-1	104	10
Clc1cccc(-c2nnc(SCc3nc4ccccc4[nH]3)n2Cc2ccco2)c1	7	-33	105	10	1.2	9	98	4	-2	99	64

The list itself, from the first entry:
SMILES	Pf gamet viab	Mcl1 Bid PPI	RGS8-Gao	Avidin fluor	ABCB1 block	Mcl1 Noxa PPI	RGS7-Gao	ABCG2 inh	Mcl-1 Bim block	RGS4-Gao reg	GSH fluor
CCC(C)(NC(=O)c1ccccn1)C(=O)NC1CCCC1 (stereo unspecified)	3	-12	103	4	0.1	-5	103	-1	-1	104	10
Clc1cccc(-c2nnc(SCc3nc4ccccc4[nH]3)n2Cc2ccco2)c1	7	-33	105	10	1.2	9	98	4	-2	99	64
COC(C)(C)[C@]12CC(O)(C(C)C)ON1[C@H]1CCCCC1N2O (stereo partly specified)	.	-6	101	10	0.2	-12	98	0	-1	101	32
CC1(C)C2CC=C(/C=N/NC(=O)c3ccc(Cl)cc3)C1C2 (stereo unspecified)	1	-51	105	2	0.2	-3	103	7	-6	106	6
COC(=O)c1ccccc1NC(=O)/C=C/c1cc(OC)c(OC)c(OC)c1	6	0	100	14	5.7	8	97	76	0	96	35
O=C(COC(=O)c1cc(S(=O)(=O)NCc2ccccc2)ccc1O)NCc1ccccc1	.	0	101	26	0.5	-75	102	5	3	102	21
OCCCc1nc2n(n1)C(c1ccccc1)C=C(c1ccc(F)cc1)N2 (stereo unspecified)	.	-19	99	32	2.1	13	97	30	-3	98	27
CCOc1ccc(CCNC(=O)C2CCCN(c3nn4c(=O)cc(C)nc4s3)C2)cc1 (stereo unspecified)	.	-9	100	3	-0.1	-1	101	0	0	99	43
COc1ccc(CC(=O)OCc2nnc(-c3ccccc3)o2)cc1	12	3	102	11	0.9	11	101	11	-1	96	76
O=C(CSc1nc2ccccc2[nH]1)NCCN1CCCCC1	.	-5	99	13	1.5	8	101	3	-3	98	36
COc1ccc(NC(=O)c2ccc(CNc3c(NC4CCCCC4)c(=O)c3=O)cc2)c(OC)c1	.	-25	98	8	-2.3	8	98	-2	0	98	18
COc1ccc(Oc2cnc3ccccc3n2)cc1	7	-29	100	10	0.1	-26	99	0	-1	100	12
COc1ccc(-n2cccc2/C=C2\C(=N)N3N=C(C(C)C)SC3=NC2=O)cc1	-4	-38	102	20	-0.2	32	99	-1	1	102	10
CCOC(=O)N1CCN(C(=O)c2ccc(Cn3c(=S)[nH]c4cc(OCC)c(OCC)cc4c3=O)cc2)CC1	-6	-44	100	7	5.2	10	98	2	0	99	16
COc1cccc(C2CC(c3cccs3)=NN2C(=O)CSc2nc3ccccc3s2)c1OC (stereo unspecified)	-7	1	94	25	3.1	-21	97	22	-1	96	11
CCCC1O[C@@H]2C[C@H]3[C@@H]4CCC5=CC(=O)C=C[C@]5(C)[C@H]4[C@@H](O)C[C@]3(C)[C@]2(C(=O)CO)O1 (stereo partly specified)	.	-1	106	8	0.7	22	110	3	0	105	21
COc1ccc(C(=O)n2nc(C)cc2Nc2ccccc2)cc1	.	-37	68	1	0.3	-4	77	1	1	130	7
Cc1nnc(SCC(=O)NCc2ccccc2)s1	-14	1	100	5	0.7	8	100	3	0	96	33
COc1ccc(N2C(=O)C3C(C2=O)C3(c2ccccc2)c2ccccc2)cc1 (stereo unspecified)	-21	-11	101	4	.	-26	?	.	.	104	.
O=C(CCNS(=O)(=O)c1ccccc1C(F)(F)F)NCc1ccc2c(c1)OCO2	-14	-9	100	11	1.8	7	100	9	3	104	16
COc1cc(/C=C/C(=O)O)cc(S(=O)(=O)Nc2ccccc2Cl)c1OC	-9	-22	105	14	0.0	4	108	0	-3	104	4
CC(=O)NC(Cc1cccc(F)c1)C(=O)NC1CCN(C(=O)c2ccc(C)cc2)CC1 (stereo unspecified)	-23	5	97	11	-0.4	7	94	-3	-1	96	18
CCOC(=O)N1CCC(NC(=O)C(NS(=O)(=O)c2cccc3nsnc23)c2ccccc2)CC1 (stereo unspecified)	-8	-21	102	5	1.7	6	103	10	10	104	12
O=C(c1cccc(S(=O)(=O)NCc2ccccc2)c1)N1CCCC1	-23	-11	99	11	0.9	4	?	-1	0	96	15
COc1cc(CNc2ccc(O)cc2)cc(Br)c1OCc1ccccc1	8	-61	104	7	0.9	34	103	3	1	103	14
O=C(Nc1ccccc1C(=O)Nc1ccc2c(c1)OCO2)c1ccco1	.	6	101	13	0.7	46	97	4	4	99	11
CC(C)NC(=O)COC(=O)c1ccccc1C(=O)c1ccccc1	28	-8	104	24	0.1	-18	103	1	-1	102	11
O=C(COc1ccccc1[N+](=O)[O-])N/N=C/c1ccc[nH]1	18	-34	104	8	.	-5	?	.	.	108	.
Cc1cccc(S(=O)(=O)c2c(N)n(/N=C/c3cccnc3)c3nc4ccccc4nc23)c1	.	35	101	16	-0.1	35	98	0	-3	98	29
COc1ccc(CNC(=O)C/C(C)=N/NC(=O)Cc2ccc(OC)c(OC)c2)cc1	.	-1	80	9	-0.4	-6	91	-3	-4	92	9
CC(O)[C@H]1CNC(=O)C(=O)N1CCc1cc(C(F)(F)F)cc(C(F)(F)F)c1 (stereo partly specified)	.	-13	102	9	.	13	?	.	.	101	.
O=C(CCc1ccccc1)Nc1cc(Cl)ccc1O	.	-5	97	5	0.2	1	99	3	-1	101	45
COc1ccc2oc(C(=O)OCC(=O)c3ccc4c(c3)OCCO4)c(C)c2c1	.	-7	101	6	0.7	-13	100	3	-1	100	22
O=C(NCCc1ccccn1)c1cc(-c2cccc3ccccc23)nc2ccccc12	-12	11	100	12	0.0	-1	95	0	-2	98	12
Cc1nn2c([nH]c(=O)c3ccccc32)c1C=O	.	-15	101	9	0.5	3	100	4	2	102	18
O[C@@H]1COC(Nc2ccc(N=Nc3ccccc3)cc2)C[C@@H]1O (stereo partly specified)	11	-19	95	6	.	-3	?	.	.	95	.
C=CCn1c(CNC(=O)c2cccs2)n[nH]c1=S	.	-11	103	17	0.4	9	109	5	-4	102	16
CCn1ccc(C(=O)NC2=NCCS2)n1	-9	-38	101	4	-0.2	21	101	-1	-1	100	7
Brc1[nH]nc2ccccc12	-42	-8	99	14	-0.1	10	96	0	-2	100	23
CN(C)c1ccc(/C=N/N2C(=S)SC(C)(C)C2N(O)C(=O)Nc2ccc([N+](=O)[O-])cc2)cc1 (stereo unspecified)	1	-21	104	7	2.2	16	105	8	0	105	19
CCOC(=O)C1=NN(c2ccc([N+](=O)[O-])cc2)CC1C(=O)OC (stereo unspecified)	-43	-43	100	7	0.6	40	97	10	-10	99	16
Nc1ccc2c(c1)N=[N+]([O-])c1cc(N)ccc1C2	.	-19	102	3	.	4	?	.	.	105	.
c1coc(-c2nc3c4c5c(sc4ncn3n2)CCCC5)c1	19	97*	104	13	0.4	11	102	4	-1	103	38
O=C(Oc1ccc2c(c1)OCC2=O)c1ccc(Cl)cc1	10	0	104	7	.	-2	?	.	.	104	.
COc1cc2c(cc1NC(=O)c1ccncc1)oc1ccccc12	.	4	100	4	0.0	33	99	0	2	104	20
CC(NC(=O)Cc1cccc(C(F)(F)F)c1)c1ccc(F)cc1 (stereo unspecified)	4	-11	102	11	0.3	3	?	6	3	99	11
CC(C)(C)c1ccc(C(=O)Nc2ccc(C=C(C#N)C#N)cc2)cc1	.	-10	123	3	-0.5	-3	109	-2	-3	112	10
CCOP(=O)(OCC)c1nc(-c2cccc([N+](=O)[O-])c2)oc1N1CCCCC1	-15	-24	99	11	1.6	-1	97	15	3	99	8
O=C(O)/C=C/c1cn(Cc2ccccc2)nc1-c1cccs1	-20	0	103	12	0.3	19	?	4	2	100	14
CC1=Nc2ccccc2N=C(NC(=O)c2ccccc2)C1c1ccccc1 (stereo unspecified)	-84	-40	104	9	2.2	16	?	14	-4	108	16
CCOC(=O)Cn1c2ccc(C)cc2c2nc(C)sc21	2	-20	103	6	0.0	19	103	0	-3	100	13
CC1(C)c2ccccc2N2CC(=O)N(CC(N)=O)C21C (stereo unspecified)	.	-7	95	23	-0.2	-17	96	0	-1	101	9
CN1CCN(c2ccc(-c3ccc4ccccc4n3)cc2)CC1	.	6	95	9	1.3	36	?	10	-2	95	22
COc1ccc(/C=N/NC2=NCCCCC2)c(OC)c1	-3	2	103	22	0.5	-8	120	1	-2	100	14
O=C(NCCCN1CCOCC1)c1cc(C(=O)C2CC2)c[nH]1	15	-16	95	5	0.1	0	93	0	2	93	25
N#CCSc1ncnc2sc3c(c12)CCC3	.	1	98	4	0.2	16	105	1	-5	99	54
Cn1c(SCc2ccccc2)nnc1-c1ccc2nonc2c1	10	-12	104	9	.	13	?	.	.	109	.
COc1ccc(-c2c[n+]3c(n2-c2ccccc2)CCCCC3)cc1	-4	-36	103	18	-0.4	-20	100	1	-3	103	12
COC(=O)c1cc2sccc2n1CC(=O)Nc1cccc(SC)c1	.	-52	100	15	0.1	16	98	2	-3	98	29
CC(=O)N1C(=O)CC(C)N(C(C)=O)c2ccc([N+](=O)[O-])cc21 (stereo unspecified)	0	18	100	13	0.4	9	101	4	-3	101	12
CCN(CC)S(=O)(=O)c1cccc(-c2nnc(SCC(=O)NC)n2CCc2ccccc2)c1	.	-16	100	161*	0.8	-7	246*[activator]	9	-9	128	26
COCCCNc1ncnc2c1sc1nc(-c3ccco3)c3c(c12)CC(C)(C)OC3	-26	-6	101	8	.	32	?	.	.	100	.

2 neighbouring entries from above, for reference:
SMILES	Pf gamet viab	Mcl1 Bid PPI	RGS8-Gao	Avidin fluor	ABCB1 block	Mcl1 Noxa PPI	RGS7-Gao	ABCG2 inh	Mcl-1 Bim block	RGS4-Gao reg	GSH fluor
COc1ccc(-c2c[n+]3c(n2-c2ccccc2)CCCCC3)cc1	-4	-36	103	18	-0.4	-20	100	1	-3	103	12
COC(=O)c1cc2sccc2n1CC(=O)Nc1cccc(SC)c1	.	-52	100	15	0.1	16	98	2	-3	98	29
